Screening results: PubChem BioAssay, several laboratories
ERb SRC1 inh: ER-beta (human) coactivator binding inhibition; inhibition, % at 25.6 µM; Q92731; hit rate 1.3% among 86,000; TR-FRET ER-beta LBD / SRC1-Cy5 peptide binding; receptor agonist-loaded with 1 µM estradiol;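 active = compounds whose percent inhibition of the receptor-coactivator binding signal exceeds about 50% in the single-dose screen, limit read from the data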;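 note: 0% = receptor plus peptide wells without compound and 100% = peptide-only wells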
Target sequence (Q92731 whole entry, looked up, the tested form may be a part): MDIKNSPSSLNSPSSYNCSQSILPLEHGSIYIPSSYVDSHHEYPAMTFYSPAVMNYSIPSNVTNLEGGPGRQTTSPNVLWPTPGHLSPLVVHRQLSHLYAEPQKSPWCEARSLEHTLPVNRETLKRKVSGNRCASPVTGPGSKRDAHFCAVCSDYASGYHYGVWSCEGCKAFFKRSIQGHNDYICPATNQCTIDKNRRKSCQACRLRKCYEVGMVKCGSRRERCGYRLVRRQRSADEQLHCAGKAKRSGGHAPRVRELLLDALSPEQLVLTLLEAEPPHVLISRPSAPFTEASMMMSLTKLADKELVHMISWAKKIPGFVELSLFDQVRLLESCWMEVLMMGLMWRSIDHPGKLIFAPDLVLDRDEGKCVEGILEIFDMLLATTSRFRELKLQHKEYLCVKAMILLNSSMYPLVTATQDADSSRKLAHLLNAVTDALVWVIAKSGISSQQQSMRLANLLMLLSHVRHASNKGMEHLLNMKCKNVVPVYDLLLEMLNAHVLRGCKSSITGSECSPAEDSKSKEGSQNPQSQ
CD11b adhes enh: CD11b/CD18-fibrinogen binding enhancement | P05107+P11215 | K562 CD11b/CD18 adhesion to fibrinogen, ATPlite luminescence | activation, % at 10 µM | hit rate 0.07% among 93,000 | AID 1499;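 active = 10 µM primary screen giving 50% or more activity, confirmed by 40% or more on retest at that dose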; note: strong numbers were not always called active; reference of the scale not given here
E coli WT exp: blocks growth of wild type E. coli BW25113; OD600 absorbance; growth inhibition, % at 100 µM; hit rate 0.15% among 98,000; AID 710;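 active = growth inhibition above about 50% at one test dose, limit read from the data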;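 note: growth measured after 20 h incubation at 37 °C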
PLAP activator: activates human placental alkaline phosphatase; P05187; purified PLAP enzyme, luminescent substrate read-out; active compounds read high; activation fold at 20 µM; hit rate 1.2% among 96,000; in the data active = activation fold above about 2
Target sequence (P05187 whole entry, looked up): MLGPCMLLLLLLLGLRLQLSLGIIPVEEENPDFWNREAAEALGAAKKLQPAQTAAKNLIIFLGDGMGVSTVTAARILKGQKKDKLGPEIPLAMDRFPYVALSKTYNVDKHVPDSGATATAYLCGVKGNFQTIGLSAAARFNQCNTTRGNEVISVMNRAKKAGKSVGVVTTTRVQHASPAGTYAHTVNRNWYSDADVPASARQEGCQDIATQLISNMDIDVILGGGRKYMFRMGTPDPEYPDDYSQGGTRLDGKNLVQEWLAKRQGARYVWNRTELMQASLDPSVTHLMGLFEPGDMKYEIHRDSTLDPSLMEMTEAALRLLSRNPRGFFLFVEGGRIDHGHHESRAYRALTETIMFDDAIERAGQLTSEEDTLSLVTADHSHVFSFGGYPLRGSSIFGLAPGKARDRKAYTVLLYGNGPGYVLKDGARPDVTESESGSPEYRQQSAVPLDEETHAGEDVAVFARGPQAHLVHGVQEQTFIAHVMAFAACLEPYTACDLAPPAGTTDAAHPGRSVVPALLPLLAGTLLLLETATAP
ERa SRC1 inh: ER-alpha (human) coactivator binding inhibition | P03372 | inhibition, % at 25.6 µM | hit rate 1.7% among 86,000 | TR-FRET ER-alpha LBD / SRC-1 peptide, estradiol-bound; in the data active = inhibition above about 50%;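 note: 0% = receptor plus peptide control and 100% = peptide only without receptor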
MT1-MMP txn act: MT1-MMP promoter transcription activation; HT1080 MT1-MMP promoter luciferase reporter, luminescence, overnight; active compounds read high; activation factor at 10 µM; hit rate 0.16% among 86,000; AID 750;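 active = activation factor of at least 2 for MT1-MMP transcription at 10 µM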
ERa SRC1 pot: ER-alpha (human) coactivator binding potentiation. P03372. TR-FRET ERalpha-LBD/SRC-Cy5 coactivator binding, 2 h; 100 = basal binding, no effect. coactivator binding (% of control), % at 25.6 µM. hit rate 1.3% among 86,000; in the data active = activity above about 200%;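 note: binding measured in presence of low estradiol as agonist stimulus; 0% = peptide alone without receptor and 100% = receptor with peptide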
CD11b adhes inh: inhibitors of human CD11b/CD18 binding to fibrinogen | AID 1497 | K562 CD11b/CD18 adhesion to fibrinogen, ATPlite luminescence; Mn2+ added to activate the integrin | inhibition, % at 10 µM | P05107+P11215 | hit rate 0.54% among 93,000;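 active = primary inhibition of 50% or more at 10 µM, then 40% or more on retest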; note: some results filed as inactive read as strong as hits
FAK blocker: blocks human focal adhesion kinase activity; inhibition, %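 (tested at 7 µM)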; Q05397; biochemical FAK kinase activity assay; hit rate 0.84% among 97,000; in the data active = inhibition above about 19%;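 note: 0% = DMSO and 100% = reference compound high control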
Numbers without * were called inactive; . = not tested or not shown; [ ] = another dose, or the depositor's remark. No enrichment for hits; about 5.1% have a hit in one of these screens.

Values run as follows: ERa SRC1 pot	CD11b adhes enh	PLAP activator	E coli WT exp	ERa SRC1 inh	ERb SRC1 inh	FAK blocker	CD11b adhes inh	MT1-MMP txn act
(1) Cc1cccc(NC(=O)c2cnc3scc(C)n3c2=O)c1
    336*[fluorescence artefact?]	.	.	-4	-4[fluorescence artefact?]	18[fluorescence artefact?]	10	.	1.5
(2) O=C(NCc1ccco1)c1cccc(Nc2nc3ccc(Br)cc3[nH]2)c1
    .	0	1.4	7	.	.	-4	44	.
(3) O=C(Nc1ccccc1N1CCN(C(=O)c2ccc(Cl)cc2)CC1)c1ccc(Br)cc1
    103	0	1.3	-22	-1	-12[fluorescence artefact?]	4	8	1.2
(4) Cc1nc2ccccc2n1CC(O)COC1CCCCC1 (stereo unspecified)
    90	.	.	.	-3	1	-2	.	1.2
(5) Cc1ccc(/C(N)=N/OC(=O)c2ccc(F)cc2)cc1
    .	-1	1.1	-3	.	.	-1	-62	.
(6) Cn1c(=O)[nH]c(=O)c2c1nc(N1CCOCC1)n2CC(O)COc1ccccc1 (stereo unspecified)
    102	4	1	1	-8	2	-4	5	1
(7) CCOC(=O)c1sc(NC(=O)CSc2nnc(-c3ccc(OC)cc3)n2CCOC)nc1C
    108	.	.	-6	4	3	0	.	0.9
(8) O=C(/C=C/c1c(Cl)cccc1Cl)NCCc1ccccc1
    .	3	0.9	-6	.	.	-4	5	.
(9) O=[N+]([O-])c1cc(-c2ccc(/C=N/c3nc4ccccn4c3-c3ccco3)o2)ccc1Cl
    .	28	0.6	2	.	.	-1	-7	.
(10) CCOc1cc(C(c2c(C)[nH][nH]c2=O)c2c(C)[nH][nH]c2=O)ccc1OS(=O)(=O)c1ccc(C)cc1
    80[fluorescence artefact?]	0	.	-8	3	-3	-1	12	1
(11) CCCN(CCO)CCCc1ccccc1
    91	-1	1.2	-6	0	2	-2	4	1.3
(12) COc1cccc(OC)c1C(=O)N1CCN(Cc2ccccc2C)CC1
    90	-2	1.3	2	-2	5	-1	3	0.9
(13) CN(CCNC(=O)C1CC(=O)N(c2ccc(F)c(Cl)c2)C1)Cc1ccccc1 (stereo unspecified)
    112[fluorescence artefact?]	.	1.3	13	-3[fluorescence artefact?]	5[fluorescence artefact?]	-2	.	1.1
(14) COc1ccc(OC)c(-c2csc3nnc(SCC(=O)Nc4ccc(NC(C)=O)cc4)n23)c1
    114	4	1.5	0	-29	-19[fluorescence artefact?]	1	-2	1
(15) CCOC(=O)C1CCN(C(=O)Nc2ccc(NC(=O)C3CCN(C(=O)OCC)CC3)cc2)CC1
    90	4	1.1	-10	-3[fluorescence artefact?]	-5	.	5	1

Next part
Values run as follows: ERa SRC1 pot	CD11b adhes enh	PLAP activator	E coli WT exp	ERa SRC1 inh	ERb SRC1 inh	FAK blocker	CD11b adhes inh	MT1-MMP txn act
(16) Cn1c(=O)c(Oc2cc(Cl)cc(Cl)c2)nc2ccccc21
    .	26	0.9	3	.	.	-14	-8	.
(17) COc1ccccc1C(=O)Nc1nc(-c2cccs2)c(NC(C)=O)s1
    72[fluorescence artefact?]	1	1	7	66*	35[fluorescence artefact?]	1	7	1.4
(18) c1ccc(-n2nnnc2Sc2n[nH]c(-c3ccncc3)n2)cc1
    100	1	0.9	0	3[fluorescence artefact?]	14[fluorescence artefact?]	2	-18	1.1
(19) Cc1ccccc1NC(=S)N(CCN(C)C)C(C)c1ccccn1 (stereo unspecified)
    114[fluorescence artefact?]	-4	1.1	-8	5[fluorescence artefact?]	3[fluorescence artefact?]	-1	-35	1.1
(20) CC(=O)C(C)Oc1ncn(-c2ccccc2)n1 (stereo unspecified)
    112	-2	0.9	2	-5	12	-3	-5	.
(21) CC(C)(C)C(=O)NCC12C=CC(O1)C1C(=O)N(c3ccccc3)C(=O)C12 (stereo unspecified)
    106	.	.	.	-4	4	-2	.	1.4
(22) O=C(Nc1ccc2c(c1)OCO2)C1CCN(S(=O)(=O)Cc2ccccc2)CC1
    112	1	0.9	-1	-3	-8	-3	11	1
(23) Cc1cc(NC(=O)CCC2CCCCC2)no1
    101	.	.	.	5	0[fluorescence artefact?]	-5	.	1.7
(24) CCCS(=O)(=O)N1CCCC(C(=O)N2CCN(c3ccccn3)CC2)C1 (stereo unspecified)
    114	.	1	-3	-6	-9	-4	.	1
(25) O=C(OCC(=O)N1CCN(c2ccccc2)CC1)c1cccc(Cl)c1
    89	.	.	.	-17	-12[fluorescence artefact?]	-1	.	1.1
(26) CCOC(=O)c1ccc(CNS(=O)(=O)c2c(C)ccc3nsnc23)o1
    110	-4	0.8	7	-17	-24	-2	6	.
(27) CC(=O)N1CCN(c2ccc(NCc3cccs3)cc2)CC1
    99[fluorescence artefact?]	-2	1.2	-1	10[fluorescence artefact?]	20	1	1	1.1
(28) C=CCn1c(-c2cc(OC)c(OC)c(OC)c2)n[nH]c1=S
    129	-2	1.1	1	-29[fluorescence artefact?]	-23	-1	-9	1
(29) CCOC(=O)N1CCN(C(=O)c2ccc3c(=O)n(Cc4ccccc4OC)c(=S)[nH]c3c2)CC1
    100	-5	1.4	-7	0	5	12	-9	1.2
(30) O=C(O)c1cccc(COc2ccc(CO)cc2Cl)c1
    .	2	1.2	0	.	.	.	26	0

Remaining list, next part:
Values run as follows: ERa SRC1 pot	CD11b adhes enh	PLAP activator	E coli WT exp	ERa SRC1 inh	ERb SRC1 inh	FAK blocker	CD11b adhes inh	MT1-MMP txn act
(31) Cc1ccc(C2C3=C(CC(C)(C)CC3=O)N(CCN3CCOCC3)C3=C2C(=O)CC(C)(C)C3)cc1
    87	-2	2.1*	6	-6[fluorescence artefact?]	-2[fluorescence artefact?]	1	8	1.1
(32) CN(C)S(=O)(=O)c1ccc2[nH]cc(/C=C/c3nc4ccccc4c(=O)n3-c3ccccc3)c2c1
    101[fluorescence artefact?]	.	1.2	-6	9	-2	-3	.	1.1
(33) CCc1ccc2c(c1)C(c1ccc([N+](=O)[O-])cc1)=NNC(c1ccc(F)cc1)=N2
    .	9	0.9	-6	.	.	1	5	.
(34) CC(C)NC(=O)c1c(O)c2ccccc2[nH]c1=O
    156[fluorescence artefact?]	0	1	-4	-2	1	.	16	1
(35) [O-]/[N+](=C\c1ccc(F)cc1)c1ccccc1
    120	-3	0.8	4	-3	4	2	-3	1.4
(36) C/C(=C\C(=O)c1cccnc1)Nc1ccc(C)c(C)c1
    115	2	1	7	-12	-2	-1	-3	1.6
(37) Cc1ccc(CNCC2CCCO2)s1 (stereo unspecified)
    133	2	1	3	-2	-15	-1	-35	.
(38) CCc1ccc(NC(=O)COC(=O)CN2C(=O)COc3ccccc32)cc1
    .	-3	1.1	4	.	.	2	3	.
(39) CC(C)(C)NC(=O)C(c1ccc(F)cc1)N(Cc1ccco1)C(=O)c1csnn1 (stereo unspecified)
    102	2	1.1	2	4	-5	-2	-2	1.1
(40) COC(=O)c1cc2occc2n1CC(=O)Nc1ccc(OC)c(OC)c1OC
    .	0	0.9	-2	.	.	0	-3	.
(41) Cc1ccc(-n2nnnc2SCC(=O)Nc2c(C)n(C)n(-c3ccccc3)c2=O)cc1
    110	-8	1.3	-9	-19	-17	-1	50	1.1
(42) Clc1cccc(Nc2c3c(nc4ncnn24)CCC3)c1
    116	0	2*	5	4	-3[fluorescence artefact?]	1	-54	0.9
(43) COc1ccc(Nc2nc(OC)nc(N3CCN(c4ccc(OC)cc4)CC3)n2)cc1
    94[fluorescence artefact?]	-2	0.9	-1	7	-5	-6	5	0.9
(44) C=C(C)CSc1nnc([C@H](CCSC)NC(=O)OC(C)(C)C)o1
    83	9	1.2	2	1	-4[fluorescence artefact?]	-4	12	1.1
(45) COc1ccccc1OCCNc1cc(N2CCOCC2)ccc1[N+](=O)[O-]
    .	6	1	-27	.	.	0	-7	.

The list continues.
Values run as follows: ERa SRC1 pot	CD11b adhes enh	PLAP activator	E coli WT exp	ERa SRC1 inh	ERb SRC1 inh	FAK blocker	CD11b adhes inh	MT1-MMP txn act
(46) N#CCOc1nc(N2CCCC2)nc(N2CCCC2)n1
    103	-1	1.3	0	2	-8	1	-4	1.1
(47) COc1ccc(-c2nc3c(n2O)CCCC3=O)cc1OC
    141	-2	0.9	6	6	-1[fluorescence artefact?]	0	-19	1.1
(48) CCOc1ccc2[nH]c(=O)c(C(c3nnnn3C3CCCCC3)N3CCN(C)CC3)cc2c1 (stereo unspecified)
    101	6	1.5	9	0	6	.	-1	1.1
(49) Cc1ccc2nc(NC(=O)CCCc3nc4ccccc4s3)sc2c1
    93[fluorescence artefact?]	-1	0.8	-4	4[fluorescence artefact?]	6	1	-26	1.5
(50) CCn1c(=O)cc(OCC(=O)Nc2ccccc2N2CCN(C)CC2)c2ccccc21
    85	0	1.5	9	10	7	5	6	1.1
(51) COCCN1CN(S(=O)(=O)c2ccccc2)c2nc3ccccc3nc21
    85	6	1.2	-1	14[fluorescence artefact?]	-4[fluorescence artefact?]	11	-14	1.2
(52) COC(=O)c1ccc(C(=O)OC)c(NC(=O)c2oc(C)nc2C)c1
    111	.	.	.	1	9	.	.	1.2
(53) COc1ccc(C2C(C(C)=O)=C(O)C(=O)N2Cc2cccnc2)cc1 (stereo unspecified)
    96	.	.	.	-11	-18	-1	.	1.2
(54) CC(=O)N1CCN(c2ccc(Oc3nc(-c4ccccc4)nc4ccccc34)cc2)CC1
    97	.	.	.	7	11	.	.	1.3
(55) Cc1cccc(N2CCN(C(=O)c3cccn4c(=O)c5c(C)c(C)sc5nc34)CC2)c1C
    112	2	1.7	6	-5	-6	0	9	1.1
(56) O=c1c2c3c(sc2nc2n1CCCC2)CCCC3
    88	.	.	.	-16	-13	0	.	1.6
(57) CCC1(c2ccccc2)NC(=O)N(CC(=O)Nc2ccc3c(c2)OCO3)C1=O (stereo unspecified)
    115	1	0.9	2	-4	-1	-3	-2	1
(58) O=C(Cn1cnc2c(nnn2-c2ccccc2)c1=O)N1CCC(Cc2ccccc2)CC1
    77[fluorescence artefact?]	-5	1.3	-18	12	14[fluorescence artefact?]	11	4	1.1
(59) O=C(Nc1ccc(Cl)cc1)c1ccc(-n2cncn2)c([N+](=O)[O-])c1
    .	-3	0.8	12	.	.	3	0	.
(60) CC(=O)OCc1c(C(F)(F)F)nn(C)c1Oc1ccccc1
    .	11	1.1	9	.	.	0	-13	.

More structures:
Values run as follows: ERa SRC1 pot	CD11b adhes enh	PLAP activator	E coli WT exp	ERa SRC1 inh	ERb SRC1 inh	FAK blocker	CD11b adhes inh	MT1-MMP txn act
(61) Cc1ccc(NCc2ccccc2OCc2ccccc2F)cc1
    .	-2	0.9	1	.	.	1	31	.
(62) CCN1C(=O)C(C(=O)Nc2ccc(OC)cc2)C2CC1(C)Oc1ccccc12 (stereo unspecified)
    114	6	1	-2	-12	3	-1	1	1.3
(63) C=CCNc1nc(NCCO)nc(N2CCCC2)n1
    108	5	1.3	13	0	1	-3	15	1.1
(64) CCCCSc1nnc(-c2ccc(OC)cc2)n1C
    105	.	.	.	2	-1	2	.	1.7
(65) CCC(C)C(NC(=O)OC(C)(C)C)C(=O)NC(Cc1ccccc1)C(=O)OC (stereo unspecified)
    .	-3	1.1	8	.	.	0	-2	.

One compound at a time, from the list above:
`C=CCNc1nc(NCCO)nc(N2CCCC2)n1` as listed: ERa SRC1 pot: 108; CD11b adhes enh: 5; PLAP activator: 1.3; E coli WT exp: 13; ERa SRC1 inh: 0; ERb SRC1 inh: 1; FAK blocker: -3; CD11b adhes inh: 15; MT1-MMP txn act: 1.1
`CCN1C(=O)C(C(=O)Nc2ccc(OC)cc2)C2CC1(C)Oc1ccccc12` (stereo unspecified) as listed: ERa SRC1 pot: 114; CD11b adhes enh: 6; PLAP activator: 1; E coli WT exp: -2; ERa SRC1 inh: -12; ERb SRC1 inh: 3; FAK blocker: -1; CD11b adhes inh: 1; MT1-MMP txn act: 1.3
